# Source: PubChem BioAssay (several laboratories)
# Dyrk1A ADPGlo = rat Dyrk1A kinase inhibitors, primary screen, biochemical, single point, plate reader; Dual specificity tyrosine-phosphorylation-regulated kinase 1A (Rattus norvegicus), Q63470; ADP-Glo luminescence, NFATc1 peptide; inhibition, % at 12.5 µM; actives 0.43% (n = 310,000); AID 504441, 2011; in the data active = inhibition above about 50%;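 also: plate controls were vehicle with enzyme for no effect and no enzyme for full effect; many of its hits are not listed in these tables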
# KCNK3 inh = human KCNK3 channel inhibitors, primary screen, CHO cells, FluxOR thallium flux, B-score; B-score at 10 µM; actives 0.84% (n = 340,000); FluxOR fluorescence; active compounds read low; AID 602410, 2012; Potassium channel subfamily K member 3 (Homo sapiens), O14649;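 active = B-score under library mean minus 4 SD, starting fluorescence ratio at most library mean plus 5 SD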;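 also: more negative B-score means stronger inhibition of thallium flux through KCNK3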
# Target sequence (O14649 whole entry, looked up): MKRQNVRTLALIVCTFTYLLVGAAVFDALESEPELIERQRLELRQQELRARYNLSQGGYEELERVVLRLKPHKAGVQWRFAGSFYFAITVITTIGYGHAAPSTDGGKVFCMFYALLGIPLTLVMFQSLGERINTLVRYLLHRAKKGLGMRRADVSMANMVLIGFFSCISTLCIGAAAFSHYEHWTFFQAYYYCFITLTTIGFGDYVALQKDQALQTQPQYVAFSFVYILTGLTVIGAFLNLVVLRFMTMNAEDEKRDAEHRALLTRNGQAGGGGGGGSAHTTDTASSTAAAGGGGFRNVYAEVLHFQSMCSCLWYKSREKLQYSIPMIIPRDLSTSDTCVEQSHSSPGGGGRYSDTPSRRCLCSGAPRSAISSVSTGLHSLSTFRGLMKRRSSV
# * marks the source's active call; other numbers are inactive results; i = inactive. This is a subset; the hit share may differ from the screen's.
# The first 14 compounds as a preview:
SMILES,Dyrk1A ADPGlo,KCNK3 inh
O=C(Nc1cccc(S(=O)(=O)N2CCCCC2)c1)C1CCCN1S(=O)(=O)c1ccccc1F (stereo not drawn),-7,i
COc1ccc(Cl)cc1NC(=O)COC(=O)CCNS(=O)(=O)c1cccs1,1,i
CN(C)c1ccc(C(=S)N2CCOCC2)cc1,2,i
CC(C)NC(=O)N(C)C[C@@H]1Oc2ccc(NC(=O)Nc3ccc(C(F)(F)F)cc3)cc2CC(=O)N([C@H](C)CO)C[C@@H]1C,-12,i
Cc1cc(C)c(NC(=O)COc2cccnc2[N+](=O)[O-])c(C)c1,5,i
COC(=O)c1cc(OC)c(OC)cc1NC(=S)Nc1cccc(C(C)=O)c1,4,i
O=S(=O)(c1cccs1)N1CN(Cc2ccc(Cl)cc2)c2nc3ccccc3nc21,-2,i
Cc1c(C2(O)CCCCC2)[nH]c2ncccc12,31,i
COc1ccc(C[C@](C)(N)C(=O)O)cc1OC,7,i
COc1cccc(-c2ncc3ccccc3c2COC(=O)c2ccccc2C(=O)O)c1,2,i
CN(C(=O)c1cccc(NC(=O)Cc2ccc(NC(=O)C3CCN(C(=O)C4CCCCC4)CC3)cc2)c1)C1CCCCC1,-2,i
O=C(O)c1cccc(Oc2ccc([N+](=O)[O-])cc2)c1,-1,i
Cc1occc1C(=O)Nc1cc(S(=O)(=O)N2CCOCC2)ccc1OC(C)C,3,i
O=C(CCNC(=O)c1ccc(Br)cc1)NC1CCCCCC1,2,i

# Main list, from the first entry:
SMILES,Dyrk1A ADPGlo,KCNK3 inh
O=C(Nc1cccc(S(=O)(=O)N2CCCCC2)c1)C1CCCN1S(=O)(=O)c1ccccc1F (stereo not drawn),-7,i
COc1ccc(Cl)cc1NC(=O)COC(=O)CCNS(=O)(=O)c1cccs1,1,i
CN(C)c1ccc(C(=S)N2CCOCC2)cc1,2,i
CC(C)NC(=O)N(C)C[C@@H]1Oc2ccc(NC(=O)Nc3ccc(C(F)(F)F)cc3)cc2CC(=O)N([C@H](C)CO)C[C@@H]1C,-12,i
Cc1cc(C)c(NC(=O)COc2cccnc2[N+](=O)[O-])c(C)c1,5,i
COC(=O)c1cc(OC)c(OC)cc1NC(=S)Nc1cccc(C(C)=O)c1,4,i
O=S(=O)(c1cccs1)N1CN(Cc2ccc(Cl)cc2)c2nc3ccccc3nc21,-2,i
Cc1c(C2(O)CCCCC2)[nH]c2ncccc12,31,i
COc1ccc(C[C@](C)(N)C(=O)O)cc1OC,7,i
COc1cccc(-c2ncc3ccccc3c2COC(=O)c2ccccc2C(=O)O)c1,2,i
CN(C(=O)c1cccc(NC(=O)Cc2ccc(NC(=O)C3CCN(C(=O)C4CCCCC4)CC3)cc2)c1)C1CCCCC1,-2,i
O=C(O)c1cccc(Oc2ccc([N+](=O)[O-])cc2)c1,-1,i
Cc1occc1C(=O)Nc1cc(S(=O)(=O)N2CCOCC2)ccc1OC(C)C,3,i
O=C(CCNC(=O)c1ccc(Br)cc1)NC1CCCCCC1,2,i
COc1ccccc1CNS(=O)(=O)c1cc(C(=O)N(C)Cc2cccnc2)c(Cl)cc1Cl,0,i
CCOc1ncccc1C(=O)OCC(=O)NCc1cccs1,1,i
CCN1C(=O)[C@H]2[C@H]3CN=C(SCC4CC4)N3[C@@](Cc3ccccc3)(C(=O)OC)[C@H]2C1=O,4,i
CC1=C(C(=O)O)N2C(=O)C(NC(=O)c3c(F)cccc3F)C2SC1 (stereo not drawn),-8,i
Cn1c2c(c3ccccc31)CCN(CCCCN1CCN(c3ccccc3)CC1)C2=O,-1,i
COc1ccc(NC(=O)CCCNC(=O)c2ccc(Cl)cc2)cc1S(=O)(=O)N1CCOCC1,-1,i
CC(C(=O)Nc1ccc(C(F)(F)F)cc1)N(C)CC(=O)N1CCN(Cc2ccccc2)CC1 (stereo not drawn),-4,i
O=C(NNC(=O)c1ccc(Br)o1)c1ccc(NS(=O)(=O)c2cccs2)cc1,-6,i
CN(c1ccccc1)S(=O)(=O)c1ccc(Cl)c(C(=O)NCc2ccco2)c1,4,i
CCCn1c(OC)nc2c1c(=O)n(C)c(=O)n2C,-1,i
COc1ccc(-c2coc3cc(OC)ccc3c2=O)cc1,-2,i
CCC(C)n1c(-c2cccc(S(=O)(=O)N3CCOCC3)c2)n[nH]c1=S (stereo not drawn),-2,i
CCOC(=O)[C@H]1[C@H]2COc3cc(OC)ccc3[C@@H]2N2C(=O)c3cc(F)ccc3NC(=O)[C@@]12C,-6,i
O=C(COC(=O)c1cnccn1)NCCc1ccc(Cl)cc1,-10,i
Cc1ccc(NC(=O)CCc2ccc(S(=O)(=O)N3CCOCC3)cc2)c(O)c1,-3,i
COc1cc(-c2nnc(COC(=O)c3ccc(C)o3)o2)cc(OC)c1OC,-5,i
CC[C@@H]1C(c2ccccc2)=NN(c2ccccc2)[C@H]1C(=O)N1CCOC1=O,0,i
COc1ccc(C(=O)NCC(c2cccnc2)N2CCN(c3ccc(F)cc3)CC2)cc1OC (stereo not drawn),0,i
COc1cc2oc(=O)cc(-c3ccc(-c4ccc(OC(F)(F)F)cc4)cc3)c2c(OC)c1OC,-6,i
CCC(C)Sc1ccc([C@H]2N[C@@](C)(C(=O)OC)[C@H]3C(=O)N(C)C(=O)[C@@H]23)cc1 (stereo partly drawn),4,i
CC1CCCC(C)N1C(=O)COC(=O)c1cc(=O)[nH]c2ccccc12 (stereo not drawn),0,i
CNc1ccc(C(=O)OCC(=O)NC(=O)NC2CCCCC2)cc1[N+](=O)[O-],-2,i
Cc1ccc(C)c(NC(=O)C2(C)CC3c4ccccc4C2c2ccccc23)c1 (stereo not drawn),-2,i
Cc1ccc2c(c1)CCCN2C(=O)CCc1nc2ccccc2c(=O)[nH]1,5,i
Cc1ccc(S(=O)(=O)/N=C2\C=C(NS(=O)(=O)c3ccccc3)C(=O)c3ccccc32)cc1,10,i
COC(=O)C(F)(F)Sc1c(C)[nH]c2ccccc12,-6,i
CC(C)NC(=O)N(C)C[C@H]1Oc2c(NC(=O)c3ccc(-c4nccs4)cc3)cccc2C(=O)N([C@@H](C)CO)C[C@H]1C,-2,i
CC(Sc1nnnn1-c1cccc(F)c1)C(=O)NC1CCCC1 (stereo not drawn),-5,i
COc1ccc(C(CNC(=O)c2ccc(Cl)c(S(=O)(=O)N3CCCC3)c2)N2CCCC2)cc1 (stereo not drawn),7,i
COc1ccc([C@H]2CC(=O)C=C(c3ccc(C(F)(F)F)c(C(F)(F)F)c3)C2)cc1OC,4,i
CC(=O)OCC(=O)C1(O)CCC2C3CC(F)C4=CC(=O)CCC4(C)C3C(O)CC21C (stereo not drawn),-6,i
Cc1cc(C)n(-c2ccc(C(=O)NCC(=O)Nc3cc(Cl)ccc3Cl)cc2)n1,-1,i
CN(CCc1ccccc1)C(=O)c1ccc(NC(=O)Cc2cccc([N+](=O)[O-])c2)cc1,-1,i
CN1CCN(CC(=O)NC(=O)NC2CCCCC2)CC1,1,i
COc1cc2cnc(-c3ccsc3)cc2cc1OC,9,i
Cc1nc([N+](=O)[O-])c(Br)n1CC(=O)c1ccc(F)cc1,1,i
NS(=O)(=O)c1ccc(CCNC(=O)c2cc([N+](=O)[O-])ccc2N2CCOCC2)cc1,-5,i
O=c1[nH]c2ccccc2c2ccc(Cl)cc12,8,i
COc1ccc(NC(=S)N2CCC(C(=O)c3ccc(F)cc3)CC2)cc1,-1,i
CCCn1nc(C(=O)Nc2ccc3nc(N4CCOCC4)sc3c2)ccc1=O,-4,i
CCOC(=O)CSc1nnc(CNC(=O)Cc2ccccc2)n1-c1ccccc1OC,0,i
CCN(C[C@H]1N[C@@](CC)(C(=O)OC)[C@H]2C(=O)N(C)C(=O)[C@@H]12)C(C)=O,-2,i
O=C(COC(=O)c1cccc(F)c1)NCCC1=CCCCC1,4,i
Cc1ccnc2nc(C(=O)OCC(=O)NC3CCCC(C)C3C)nn12 (stereo not drawn),0,i
Cc1csc(CNc2ncnc3ccc(-c4cccc(Cl)c4)cc23)c1,14,i
CCOc1ccc(S(=O)(=O)n2c(C)nc3ccccc32)cc1,4,i

# (listing goes on)
SMILES,Dyrk1A ADPGlo,KCNK3 inh
O=C(N/N=C/c1ccc(O)c(O)c1)c1ccc(-n2cnnn2)cc1,-2,i
COc1ccc2sc(-c3ccc(N(C)C)cc3)c(-c3ccc4cc[nH]c4c3)c2c1,3,i
CCOc1ccc(OCCC(=O)OC(C)C(=O)Nc2ccc(Cl)cn2)cc1 (stereo not drawn),2,i
COCc1c(C(=O)N2CCN(Cc3nc4ccccc4s3)CC2)oc2ccccc12,1,i
Cn1c(SCC(=O)Nc2cccnc2Cl)nnc1-c1ccco1,-3,i
CCOc1ccccc1NC(=O)c1cc(=O)[nH]c2ccc(S(=O)(=O)N3CCOCC3)cc12,2,i
Cc1ccc(S(=O)(=O)N2CCOCC2)cc1NC(=O)COC(=O)c1cc[n+]([O-])cc1,6,i
NC(=O)c1cc(S(=O)(=O)N2CCCC2)ccc1OCCOc1ccccc1F,-4,i
O=C1OC[C@H]2CCCN2C(=O)[C@@H](CC(=O)N(CCO)Cc2ccccc2)C/C=C\C[C@@H]1Cc1ccc(F)cc1,-2,i
O=c1[nH]c2nc(Cl)nc(Cl)c2[nH]1,1,i
COc1ccc(NC(=O)Nc2ccc3c(c2)CC(=O)N([C@H](C)CO)C[C@@H](C)[C@H](CN(C)C(=O)Nc2ccccc2)O3)cc1,4,i
O=C(c1cc(-c2ccncc2)nc2ccccc12)N1CCOCC1,3,i
CCOc1ccc(NC(=O)CN(C)C(=O)C2CCN(C(=O)c3ccc(Cl)cc3)CC2)cc1OCC,-2,i
O=C(COC(=O)c1cnccn1)Nc1cc(S(=O)(=O)N2CCOCC2)ccc1Cl,-4,i
CC1(c2ccc3c(c2)OCCO3)NC(=O)N(CC(=O)Nc2ccccc2)C1=O (stereo not drawn),1,i
CCOc1ccc([C@@H]2CC=C(C(=O)O)CN2S(=O)(=O)c2ccc(C)cc2)cc1,1,i
CCOC(=O)C1C(C(=O)OC)=C(c2ccc(OC)cc2)c2ccccc2N1S(=O)(=O)C(F)(F)F (stereo not drawn),2,i
N#CC(C#N)=C1CCCc2sccc21,3,i
CCc1noc(C)c1C(=O)N1CCN(S(=O)(=O)c2ccccc2C(F)(F)F)CC1,5,i
CC(=O)N1C2=CCCC3CCCCC23c2ccccc21 (stereo not drawn),6,i
COc1cccc(C2CC(=O)Nc3cc4c(cc32)OCCO4)c1OC(C)C (stereo not drawn),3,i
Cc1ccc(NC2C(=O)NC(=O)NC2=O)cc1,1,i
CCc1sc(C(=O)NNC(=O)c2cncc(Br)c2)cc1C,0,i
CCc1ccc(N2CC(C(=O)Nc3cccc(C(=O)NC4CC4)c3)CC2=O)cc1 (stereo not drawn),8,i
C[C@H](CO)N1C[C@H](C)[C@@H](CN(C)Cc2ccncc2)Oc2c(NC(=O)CCC(F)(F)F)cccc2C1=O,1,i
C#CCOCCOCCOCCNc1nc(N2CCN(C(=O)Cn3cc(CCO)nn3)CC2)nc(N2CCN(C(=O)[C@H](Cc3ccc(O)cc3)n3cc(CCO)nn3)CC2)n1,1,i
CCN(C(=O)COC(=O)c1cc2c(s1)CCC(C)C2)c1c(N)n(Cc2ccccc2)c(=O)[nH]c1=O (stereo not drawn),-4,i
COc1ccc(C(=O)Nc2cc(-c3ccccc3)nn2-c2ccccc2F)cc1,-2,i
CC(C)C[C@@H](CNCC(=O)[C@H](CC(C)C)NC(=O)c1[nH]cnc1C(=O)N[C@@H](C)CN)NC(=O)c1nc[nH]c1C(=O)N[C@@H](CC(=O)O)C(=O)O,-3,i
COc1cc(/C=N/NC(=O)c2ccc(NS(=O)(=O)c3cccs3)cc2)cc(OC)c1O,6,i
COc1ccccc1CNC(=O)CN1C(=O)NC2(CCCCCC2)C1=O,-7,i
CSc1ccc(CN(C)CC(=O)NC(=O)NCCC2=CCCCC2)cc1,-9,i
Cc1ccc(CN2C(=O)C(CC(C)C)Nc3ncnc(N4CCOCC4)c32)cc1 (stereo not drawn),2,i
CCc1ccc(NC(=O)C2=CC=CN3CCS(=O)(=O)N=C23)cc1,1,i
Cc1cccc(CN2CCC(CNC(=O)Nc3ccccc3F)CC2)c1,-3,i
Cc1onc(-c2c(F)cccc2Cl)c1C(=O)OCc1nnc(-c2ccccc2)o1,14,i
CN(Cc1ccccc1)C(=O)c1ccc(NC(=O)C2CCCN(C(=O)OC(C)(C)C)C2)cc1 (stereo not drawn),5,i
CCCCCCSc1cc(-c2nc3ccc(C)cn3c2NCCCC)ccc1OC,2,i
C=C(C)C(COc1c2occc2cc2ccc(=O)oc12)OC(C)(C)C(O)COc1c2occc2cc2ccc(=O)oc12 (stereo not drawn),1,i
O=c1c(-c2ccc(O)cc2)coc2c([C@@H]3O[C@H](CO)[C@@H](O)[C@H](O)[C@H]3O)c(O)ccc12,-3,i
CCOc1ccc(C(=O)N2CCN(S(=O)(=O)c3ccc4c(c3)OCCO4)CC2)cc1OCC,0,i
Cc1cccc(OCC(=O)Nc2ccc3c(c2)OCCO3)c1,7,i
CCOc1ccc(NC(=O)Cn2nnc(-c3ccc(C(N)=O)cc3)n2)cc1S(=O)(=O)N1CCCC1,5,i
Cc1cc(O)c(N=Nc2ccc(C(=O)O)cc2)cc1C,0,i
Cc1c(NS(=O)(=O)c2cc(C(=O)NCCc3ccc(F)cc3)cc(Cl)c2Cl)c(=O)n(-c2ccccc2)n1C,2,i
CC1CCCN(C(=O)CN2C(=O)NC(C)(c3ccc4ccccc4c3)C2=O)C1 (stereo not drawn),-3,i
Nc1cccc(-c2c[nH]c3ncc(-c4cccnc4)cc23)c1,77*,i
CCOc1ccc(NC(=O)CN(C)C(=O)CCSc2ccc(F)cc2)cc1OCC,2,i
